Bioassay records: PubChem BioAssay, several laboratories
HGIII-sPLA2 inh: human group III sPLA2 inhibitors, primary screen, biochemical, QFRET, BODIPY PC-A2 liposome substrate. Group 3 secretory phospholipase A2 (Homo sapiens), Q9NZ20. QFRET BODIPY PC-A2 liposome hydrolysis, fluorescence. inhibition, % at 12.2 µM. 0.56% of 370,000 active. AID 743126, 2013;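 active = inhibition above mean plus 3 SD of compounds lying within the high and low control bounds, cut at about 19% in these data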;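 note: 0% = median of test compound wells and 100% = no enzyme DMSO wells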
PLC-beta3 inh: human PLC-beta3 inhibitors, primary screen, biochemical, fluorescence; 1-phosphatidylinositol 4,5-bisphosphate phosphodiesterase beta-3 (Homo sapiens), Q01970; Purified PLC-beta3, fluorogenic substrate; inhibition, % at 12.2 µM; 0.18% of 370,000 active; AID 720704, 2013; in the data active = inhibition above about 11%;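 note: 0% = median of compound wells on plate and 100% = full blocker control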
UHRF1 binding: UHRF1 methylated DNA binding inhibitors, primary screen, counter-screen for MBD2 inhibitor project, biochemical, TR-FRET, human UHRF1, single concentration. 0.75% of 370,000 active. E3 ubiquitin-protein ligase UHRF1 (Homo sapiens), Q96T88. UHRF1 binding to methylated oligo. inhibition, % at 4.4 µM. AID 687016, 2013; in the data active = inhibition above about 21%;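 note: UHRF1 SRA domain binding a hemimethylated CpG hairpin DNA probe; 0% = median of test compound wells and 100% = reference inhibitor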
Rev-erbA mod: modulators of Rev-erb alpha DNA binding, primary screen, biochemical, FITC-DNA, fluorescence polarization, uHTS; Nuclear receptor subfamily 1 group D member 1 (Homo sapiens), P20393; Rev-erbα–FITC-DNA binding, 90 min; activity, % at 10 µM; 0.79% of 370,000 active; AID 1259318, 2017;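 active = activity above about 14%, limit read from the data; passing the limit was not always enough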;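 note: 0% = DMSO wells with 35 nM protein and 100% = DMSO wells with 750 nM protein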
Target sequence (P20393 whole entry, looked up): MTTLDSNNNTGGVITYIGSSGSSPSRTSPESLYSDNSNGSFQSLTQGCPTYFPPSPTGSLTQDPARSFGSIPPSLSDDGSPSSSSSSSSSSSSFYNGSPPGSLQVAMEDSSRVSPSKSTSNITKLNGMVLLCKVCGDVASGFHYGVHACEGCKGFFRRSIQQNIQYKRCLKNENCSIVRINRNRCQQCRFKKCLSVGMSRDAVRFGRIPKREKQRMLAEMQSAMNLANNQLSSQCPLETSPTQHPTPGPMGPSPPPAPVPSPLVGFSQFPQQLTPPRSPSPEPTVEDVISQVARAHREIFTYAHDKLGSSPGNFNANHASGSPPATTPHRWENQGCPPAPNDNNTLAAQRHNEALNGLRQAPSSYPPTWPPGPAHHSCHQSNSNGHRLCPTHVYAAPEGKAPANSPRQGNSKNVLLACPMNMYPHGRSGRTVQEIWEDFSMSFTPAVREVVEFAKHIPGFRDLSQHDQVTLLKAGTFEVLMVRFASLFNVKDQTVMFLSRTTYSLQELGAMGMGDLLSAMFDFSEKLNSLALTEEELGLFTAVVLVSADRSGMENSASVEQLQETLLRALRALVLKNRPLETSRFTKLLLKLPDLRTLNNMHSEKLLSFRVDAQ
ARFGAP1 inhibitor: inhibitors of rat ARFGAP1 GAP activity, primary screen, biochemical, fluorescence polarization, GDP tracer; ADP-ribosylation factor GTPase-activating protein 1 (Rattus norvegicus), Q62848; Arfgap1-stimulated ARF1 GTP hydrolysis, GDP FP detection; inhibition, % at 16.5 µM; 0.26% of 360,000 active;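 active = inhibition above a per-plate limit, mean inhibition of low control wells plus 3 SD, cut at about 25% in these data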;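 note: 0% = DMSO wells with enzyme and 100% = wells lacking Arfgap1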
Target sequence (Q62848 1-136 limits assumed): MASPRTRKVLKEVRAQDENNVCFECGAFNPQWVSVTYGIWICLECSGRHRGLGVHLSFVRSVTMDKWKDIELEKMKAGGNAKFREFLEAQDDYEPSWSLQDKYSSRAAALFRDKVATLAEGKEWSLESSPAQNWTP
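System: truncated rat Arfgap1 GAP domain / Benchmarks: high control wells lacking Arfgap1, low control full reaction with DMSO / Times: compound-enzyme preincubation 20 min, reaction 120 min, detection 60 min, 25 °C / Repeats: one replicate per compound / Also added: human ARF1(Δ1-17)-GTP substrate / Measured by: Tracer-displacement fluorescence polarization with EDTA stop, 620/688 nm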
proKLK7 act: proKLK7 zymogen activators, primary screen, biochemical, fluorescence intensity | activation, % at 7 µM | AID 652039, 2013 | 0.9% of 370,000 active | purified proKLK7, EDANS-DABCYL substrate fluorescence; 100% is mature enzyme control, 0% vehicle | Kallikrein-7 (Homo sapiens), P49862;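 active = activation above the mean of all tested compounds plus 3 SD, computed per campaign excluding outliers beyond control limits, cut at about 13% in these data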
Target sequence (P49862 whole entry, looked up): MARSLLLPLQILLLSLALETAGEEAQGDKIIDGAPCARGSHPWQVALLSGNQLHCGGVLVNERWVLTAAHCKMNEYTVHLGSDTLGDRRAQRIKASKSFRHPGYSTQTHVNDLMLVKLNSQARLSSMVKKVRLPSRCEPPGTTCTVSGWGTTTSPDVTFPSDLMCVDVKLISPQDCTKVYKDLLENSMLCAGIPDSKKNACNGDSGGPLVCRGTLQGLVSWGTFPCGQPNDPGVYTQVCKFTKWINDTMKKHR
ASAP1 GAP inh: inhibitors of human ASAP1 ArfGAP activity, primary screen, biochemical, fluorescence polarization; Arf-GAP with SH3 domain, ANK repeat and PH domain-containing protein 1 (Homo sapiens), …; ASAP1-stimulated ARF1 GTP hydrolysis, GDP FP detection; inhibition, % at 16.5 µM; 0.19% of 360,000 active; AID 624377, 2012; in the data active = inhibition above about 25%;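 note: 0% = vehicle with enzyme and substrate and 100% = no enzyme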
DDE Tn7 FP inh: inhibitors of Tn7 peptide binding to fibrin DD(E), primary screen, biochemical, fluorescence polarization, human fibrin, Tn7 probe | Fibrinogen beta chain (Homo sapiens), P02675 | FP displacement of FITC-Tn7 peptide from fibrin DD(E); 0% = median of compound wells per plate | inhibition, % at 8.3 µM | 0.13% of 370,000 active;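 active = inhibition above the mean of compounds falling within the control limits plus 3 SD of them, cut at about 14% in these data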;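 note: 0% = plate median of compound wells and 100% = 10 µM Aha-Tn7 peptide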
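System: human fibrin DD(E); quantity: Fibrin-DD(E) at 2 µM final; also added: fluorescent Tn7 probe at 0.1 µM; compound dosing: single nominal test concentration of 8.3 µM per compound; schedule: 10 min preincubation, 3 h with tracer, room temperature; detection: fluorescence polarization of the labelled Tn7 tracer; repeats: one replicate per compound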
DDE Tn6 FP inh: inhibitors of Tn6 peptide binding to fibrin DD(E), primary screen, biochemical, fluorescence polarization, human fibrin, Tn6 probe; Fibrinogen beta chain (Homo sapiens), P02675; Fibrin DD(E) TRITC-Tn6 fluorescence polarization displacement; inhibition, % at 8.3 µM; 0.21% of 370,000 active; AID 720509, 2013;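 active = inhibition above a per-campaign cutoff: mean of compounds within control limits plus 3 SD, cut at about 15% in these data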;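 note: 0% = median of all compound wells on the plate and 100% = blocking peptide control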
PLC-gamma1 inh: PLC-gamma1 enzyme inhibitors, primary screen, biochemical, fluorescence, purified enzyme; inhibition, % at 12.2 µM; 1-phosphatidylinositol 4,5-bisphosphate phosphodiesterase gamma-1 (Homo sapiens), P19174; 0.84% of 370,000 active; fluorogenic substrate; AID 720700, 2013; in the data active = inhibition above about 9.5%
* marks the source's active call; other numbers are inactive results; i = inactive.

canonical_smiles	HGIII-sPLA2 inh	PLC-beta3 inh	UHRF1 binding	Rev-erbA mod	ARFGAP1 inhibitor	proKLK7 act	ASAP1 GAP inh	DDE Tn7 FP inh	DDE Tn6 FP inh	PLC-gamma1 inh
CC(=O)Nc1ccc(Nc2nc(-c3sc(C)nc3C)cs2)cc1	5	-20	-5	9	15	-0.3	17	-7	-3	-9
CCOC(=O)[C@@H](C)N(C(=O)OC(C)(C)C)S(=O)(=O)N(Cc1ccccc1)[C@H](C(=O)OC)C(C)C	-2	1	-3	-1	-13	0.1	7	1	1	3
O=C(O)c1ccccc1NCc1ccco1	5	-64	-1	-6	-4	0.6	1	6	7	-52
Cn1cnnc1SCc1ccc(C#N)cc1	-2	1	-1	1	3	0.1	-11	-3	-2	1
O=C(Cc1c(Cl)cccc1Cl)OCC(=O)N1CCc2ccccc2C1	-6	0	0	-4	-10	0.5	-3	-4	1	6
Cc1ccc(S(=O)(=O)Nc2c(C)nc3nc(C)[nH]n3c2=O)c(C)c1	9	-7	4	2	1	-1.0	-4	10	9	0
O=C1C2CC=C(Cl)CC2C(=O)N1c1ncn[nH]1 (stereo not drawn)	-2	1	0	-2	16	0.3	-4	0	-1	-2
CC/C(=N\NC(=O)c1nnn(-c2nonc2N)c1-c1cccs1)c1ccccc1	-2	-20	2	-3	20	-0.5	6	-2	-5	-7
Cc1c(Cc2ccccc2)c(=O)oc2cc(OCC(=O)NCc3ccccn3)ccc12	0	-28	-2	-3	19	-2.9	7	-5	-13	-18
OC[C@@H]1CN(Cc2ccc(-c3ccccc3)cc2)C[C@H](n2cnc3c(NCc4ccncc4)ncnc32)O1	-33	0	-2	8	-1	0.5	-1	-6	4	-1
CC(C)(C)c1ccc(NC(=O)CSc2nnc(-c3n[nH]c4ccccc34)o2)cc1	-37	3	-1	0	15	0.0	0	-1	-2	-2
O=C(Nc1nc(-c2ccccc2)cs1)c1ccc(Br)o1	-1	-27	-1	2	4	1.2	6	3	-2	-25
COc1ccc(S(=O)(=O)c2ccccc2)cc1NS(=O)(=O)c1cccc(C(=O)O)c1	-1	-2	7	0	10	0.5	2	7	0	-2
COCCNC(=O)Cn1cc(C(=S)N2CCOCC2)c2ccccc21	3	-9	-3	-3	-11	0.2	22	5	-7	0
CCCCNC(=O)C1(C)CCN1C(=O)c1ccc(OC)c(F)c1 (stereo not drawn)	-8	4	0	-7	4	-1.0	-1	-1	-1	3
Cc1ccc(OCC(=O)NC2CCS(=O)(=O)C2)c([N+](=O)[O-])n1 (stereo not drawn)	11	-2	1	-2	7	0.2	-14	-8	-1	4
Cc1c(C)c2c(OCC(=O)NCc3ccccn3)cc3c(c2oc1=O)CCC(C)(C)O3	-1	-430	0	-9	-3	-24	-2	6	-2	-317
CCN(CC(=O)Nc1ccc(NC(C)=O)cc1)CC(=O)Nc1ccc(Cl)c(Cl)c1	-7	-5	-2	-1	-9	-0.2	3	9	-7	-2
O=C1c2ccccc2NC(c2ccc(F)cc2)N1Cc1ccco1 (stereo not drawn)	-2	i	3	-8	9	15*	2	5	1	-453
O=C(NNC(=O)c1c(O)c2ccccc2[nH]c1=O)c1ccccc1	0	1	0	6	13	0.8	-3	0	6	1

Reprinted from the part before: two entries, then new ones.
canonical_smiles	HGIII-sPLA2 inh	PLC-beta3 inh	UHRF1 binding	Rev-erbA mod	ARFGAP1 inhibitor	proKLK7 act	ASAP1 GAP inh	DDE Tn7 FP inh	DDE Tn6 FP inh	PLC-gamma1 inh
O=C1c2ccccc2NC(c2ccc(F)cc2)N1Cc1ccco1 (stereo not drawn)	-2	i	3	-8	9	15*	2	5	1	-453
O=C(NNC(=O)c1c(O)c2ccccc2[nH]c1=O)c1ccccc1	0	1	0	6	13	0.8	-3	0	6	1
COc1ccc(C)cc1-n1nnnc1SCc1csc(C)n1	-1	1	1	-1	3	-0.2	0	8	1	0
Cn1nc(C(C)(C)C)cc1C(=O)N1CCCCC1c1cc(C(=O)NCc2ccc(F)cc2)no1 (stereo not drawn)	-14	1	0	-7	-7	0.6	-1	9	0	0
COCn1c(-c2ccc(OC)c(OC)c2)nc2ccccc21	2	0	2	2	1	0.2	14	-8	5	4
CCc1ccccc1N1CSC2=C(C#N)C(c3ccccc3F)CC(=O)N2C1 (stereo not drawn)	-7	-26	-4	-2	1	2.7	16	7	8	-21
COc1ccc(C2(C(=O)Nc3ccc(S(=O)(=O)Nc4nc(C)cc(C)n4)cc3)CCCC2)cc1OC	-28	-1	43*	4	1	0.0	3	5	3	1
O=S(=O)(c1ccccc1)N(Cc1cccc(F)c1)c1ccccc1	-10	4	6	4	-8	0.4	4	-4	2	-2
Cc1ccccc1C(=O)Nc1ccnn1C1CCN(Cc2cccnc2)CC1	5	-10	1	4	-4	-0.3	-5	-2	0	2
CCN(Cc1nc2cc(Cl)ccc2c(=O)[nH]1)C(=O)c1nn(C)c(=O)c2ccccc12	6	-11	-2	-4	5	-0.7	-1	4	4	-4
COc1ccc(/C=N/Nc2nc(C)cc(=O)[nH]2)cc1OC	-1	-8	-3	5	-3	0.1	9	8	5	-1
CCN(CC)S(=O)(=O)c1cccc(NC(=O)CCNC(=O)c2ccccc2Cl)c1	1	-6	0	1	2	0.0	-2	4	6	0
CC(C)n1cnc2cc(NC(=O)c3ccco3)ccc21	2	-3	5	-4	-11	1.0	6	6	5	-3
CCn1c(SCC(=O)c2cc(C)n(CC3CCCO3)c2C)nc2ccccc21 (stereo not drawn)	7	-6	0	4	5	0.2	0	-4	1	-2
Cc1ccc2c(c1)N(CCC(=O)NCc1ccccn1)C(=O)CO2	-3	-2	-2	-4	0	0.1	4	-4	0	-2
Oc1ccc(O)c(C=NNC(=S)NC2CC3CC2C2C=CCC32)c1 (stereo not drawn)	19	-81	-4	-1	9	-10	14	4	0	-51
CC(=O)N(c1ccc(C)cc1)C1C=CS(=O)(=O)C1 (stereo not drawn)	6	1	0	-2	3	0.4	10	-10	-3	0
CCCc1cc(C(=O)Nc2c(C)n(C)n(-c3ccccc3)c2=O)no1	9	0	4	10	-12	0.3	14	13	-3	5
CCN(CC(=O)NCc1ccc(Cl)cc1)C(=O)CSc1cc(C)ccc1C	-2	-3	2	-3	1	0.2	-6	-8	3	7
O=C(CSc1nnc(NC(=O)c2ccccc2F)s1)NCc1ccc(F)cc1	-1	-11	-1	-4	-15	-0.7	2	-4	8	-86
O=C(COC(=O)Cn1cnc2ccccc2c1=O)NCCC1=CCCCC1	1	-2	1	-4	7	0.2	3	-3	0	-8
O=C(NNC(=O)c1ccc(S(=O)(=O)N2CCCCC2)cc1)c1ccc(F)cc1	-12	-3	2	1	-2	-0.3	-7	-8	-1	3
CCOC(=O)c1c(NC(=O)COC(=O)c2cnccn2)sc(C)c1C	13	-10	1	-4	-17	0.4	-6	1	-8	3
Cc1cc(C)n(-c2cc(N3CCN(S(=O)(=O)c4ccc5ccccc5c4)CC3)ccc2[N+](=O)[O-])n1	-9	4	-2	-4	-3	-0.2	0	2	3	3
O=C(CNC(=O)c1ccc(Br)o1)NNC(=O)c1n[nH]c(=O)c2ccccc12	4	-7	-2	0	0	0.5	-1	9	8	-1
COc1ccc(Cl)cc1NC(=O)CCN1CCN(Cc2ccccc2)CC1	-5	2	2	0	0	-0.1	10	0	-1	0
CCN(CCCNC(=O)c1nn(C)c2c1CS(=O)(=O)c1ccccc1-2)Cc1ccccc1	6	-2	13	-2	8	-0.3	-2	-4	-9	-1
COc1ccc(CNC(=O)C(C)OC(=O)CO/N=C(\C)c2ccc3c(c2)OCO3)cc1 (stereo not drawn)	3	-8	0	-5	-2	-0.2	1	-3	-2	1
COCc1cc(=O)c2ccccc2o1	9	1	0	1	9	0.2	9	1	3	1
O=C(NN1C(=O)c2ccccc2NC1c1ccc([N+](=O)[O-])o1)c1ccc([N+](=O)[O-])cc1 (stereo not drawn)	-4	0	-3	1	1	0.2	4	-3	2	-3
Cc1ccc(Cc2cc(-c3ccc(C)cc3)n[nH]c2=O)cc1	6	-4	13	-1	-1	-0.3	8	5	2	-2
O=C(O)c1ccc2c(c1)ncn2C1CCCCCC1	-2	3	-1	-1	-6	-0.1	-1	2	0	7
Cc1c(Cc2ccccc2)sc(NC(=O)C(C)(C)C)c1C(N)=O	-9	-12	-1	2	8	0.0	1	-1	-5	-4
COc1ccc(N2CCN(C(CNC(C)=O)c3ccco3)CC2)cc1 (stereo not drawn)	5	-4	2	-5	-10	-0.5	-11	-3	-1	3
Cc1ccc(NC(=O)c2ccc(CSc3nnc(C)s3)cc2)c(C)c1	0	-1	-1	4	8	1.2	4	-1	-3	3
CNc1nc2c(C)cccn2c(=O)c1C=NCc1ccccc1	6	-30	-2	5	5	0.6	-7	3	3	-22
Cc1cn([C@H]2C[C@H](O)[C@@H](/C=C/C(=O)NCCCc3ccccc3)O2)c(=O)[nH]c1=O	10	1	-2	4	-26	-0.5	-8	1	4	1
CC(C)Oc1ccccc1OC1(C)CCN(Cc2ccc(OC(F)(F)F)cc2)C1 (stereo not drawn)	5	0	3	4	-16	0.2	-14	0	4	1
COc1ccc(Cl)cc1C=CC=NNC(=O)c1ccncc1	6	-12	-2	-3	-6	-1.0	-5	1	-6	-10
Clc1cccc(-c2nc(NCc3cccnc3)c3ccccc3n2)c1	-37	-13	-2	4	9	0.9	11	-1	-7	-7
